# Screening data: PubChem BioAssay, National Center for Advancing Translational Sciences (NCATS)
# Pol beta inh = inhibitors of human DNA polymerase beta. P06746. Pol beta primer extension/strand displacement, fluorescence kinetic. Potency, µM (series often up to 114 µM), for the others: at the highest dose activity change, negative = inhibition, actives largely listed as inhibitors. 340,000 compounds, 1.3% hits. AID 485314; also: potency is read from the fitted curve at half-maximal effect; % is scaled to controls: 0 for no effect and ±100 for the full control effect
#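 10 nM enzyme + cpd, 15 min RT; start with substrate 50 nM final; read 0 min and after 10 min RT. Corrected, normalized data; 4-parameter Hill curve fit.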
# POLK inh = DNA polymerase kappa (human) inhibition; Q9UBT6; purified Pol kappa, fluorescent DNA synthesis assay, 10 min; Potency, µM (doses to about 107 µM), without a hit: at the top dose activity, negative = inhibition, hits mostly inhibitors; 400,000 compounds, 0.53% hits; also: potency is read from the fitted curve at half-maximal effect; % is scaled to controls: 0 for no effect and ±100 for the full control effect
#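 Kinetic fluorescence screen: compound preincubated 15 min RT with 10 nM enzyme; 50 nM substrate (final) initiates; reads at 0/10 min.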
# APEX1 inh = blocks human APE1 abasic DNA cleavage; recombinant APE1, TAMRA/BHQ-2 abasic DNA cleavage fluorescence; Potency, µM (series often up to 65.8 µM), for the others: at the highest dose activity change, negative = inhibition, actives largely listed as inhibitors; 350,000 compounds, 0.35% hits; AID 2517;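 also: potency is read from the fitted curve at half-maximal effect; plate controls were vehicle for no effect and reference inhibitor for full effect; nearly all actives have a fitted effect of over 55% in size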
# Target sequence (P27695 whole entry, looked up): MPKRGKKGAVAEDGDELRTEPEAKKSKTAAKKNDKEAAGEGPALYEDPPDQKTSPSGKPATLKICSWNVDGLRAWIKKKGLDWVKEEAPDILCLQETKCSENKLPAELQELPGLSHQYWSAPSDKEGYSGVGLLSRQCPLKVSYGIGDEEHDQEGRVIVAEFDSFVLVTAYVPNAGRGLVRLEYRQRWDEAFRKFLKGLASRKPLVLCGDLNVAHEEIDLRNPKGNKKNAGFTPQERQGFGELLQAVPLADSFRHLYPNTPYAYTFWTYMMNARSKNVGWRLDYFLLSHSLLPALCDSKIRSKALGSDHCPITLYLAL
#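 Compound pre-exposure to 0.75 nM APE1, 15 min at ambient temperature. Reaction initiated with 50 nM TAMRA/BHQ-2 THF substrate, read immediately in kinetic mode, 525 nm excitation, 598 nm emission.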
# Pol eta inh = blocks human DNA polymerase eta activity; Potency, µM (top dose mostly 114 µM), for the others: top-dose activity change, negative = inhibition, most hits filed as inhibitors; Q9Y253; 390,000 compounds, 1.2% hits; AID 588591; recombinant Pol eta, fluorescent DNA replication assay; also: potency is read from the fitted curve at half-maximal effect; % is scaled to controls: 0 for no effect and ±100 for the full control effect
#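 Pol eta at 10 nM preincubated with compounds 15 min at room temperature; reaction started with fluorescent substrate (50 nM final) and read kinetically at 0 and 10 min.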
# BLM helicase inh = Bloom syndrome helicase (human) inhibition; P54132; recombinant BLM DNA unwinding, fluorescence dequenching; Potency, µM (series often up to 56.1 µM), for the others: at the highest dose activity change, negative = inhibition, actives largely listed as inhibitors; 350,000 compounds, 0.2% hits;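 also: potency is read from the fitted curve at half-maximal effect; plate controls were vehicle for no effect and no enzyme for full effect; nearly all actives have a fitted effect of over 35% in size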
# GRP78 ERSR act = inducers of ER stress response in human glioma cells | AID 602332 | 420,000 compounds, 0.02% hits | Potency, µM, without a hit: at the top dose activation, hits mostly activators | U87-MG GRP78 promoter luciferase reporter, 16 h; also: potency is read from the fitted curve at half-maximal effect; series mostly up to about 76 µM; % of control where 0% means no effect; nearly all actives have a fitted effect of over 35% in size
#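 Stably transfected U87-MG glioma cells carrying a GRP78-based luciferase sensor; 16 h compound incubation. Luminescence end-point read 10 min after Bright-Glo addition at room temperature.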
# LDHA block = blocks human lactate dehydrogenase A. P00338. purified LDHA, NADH/diaphorase-resazurin fluorescence; stronger effect = lower value. activity change, % (values are at about 110 or 230 µM). 480,000 compounds, 0.15% hits; in the data active = activity change below about -30%; inconclusive = mostly about -25% to -30%;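 also: plate controls were DMSO wells for no effect and wells without enzyme for full effect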
#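 Human LDH5 at 2 nM final in Tris HCl pH 7.4 with 0.06 mM NADH and 0.2 mM pyruvate, reacted 5 minutes at room temperature. Remaining NADH coupled via diaphorase/resazurin; resorufin fluorescence read at 0 and 20 minutes, normalized to enzyme-free and DMSO wells.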
# Anesthetic bind = binds horse apoferritin like a general anesthetic; P02791; apoferritin/1-aminoanthracene competitive binding, fluorescence; Potency, µM (highest dose often 77.5 µM), for inactives: at the highest dose activity change, negative = displacement, actives largely listed as inhibitors; 350,000 compounds, 0.074% hits; also: potency is read from the fitted curve at half-maximal effect; % is scaled to controls: 0 for no effect and ±100 for the full control effect; nearly all actives have a fitted effect of over 20% in size
# Target sequence (P02791 2-175 limits assumed): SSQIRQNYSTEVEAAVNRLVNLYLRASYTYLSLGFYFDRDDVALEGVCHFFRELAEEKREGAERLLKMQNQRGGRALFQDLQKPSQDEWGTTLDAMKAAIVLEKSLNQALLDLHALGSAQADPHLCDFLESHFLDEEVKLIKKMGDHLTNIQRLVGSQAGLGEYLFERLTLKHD
#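 In PBS, apoferritin at 10 uM is loaded with 1-AMA from a 50% saturated solution. After 10 min of compound exposure at ambient temperature, reduced 535 nm fluorescence indicates probe displacement.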
# POLI inh = inhibitors of human DNA polymerase iota. 390,000 compounds, 1% hits. Q9UNA4. Pol iota fluorescent replication assay, 10 min. Potency, µM (series often up to 115 µM), for the others: at the top dose activity, negative = inhibition, most hits filed as inhibitors; also: potency is read from the fitted curve at half-maximal effect
#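 Pol iota at 10 nM preincubated 15 min with compounds at room temperature; reaction started with fluorescent substrate, 50 nM final. Fluorescence read kinetically at 0 and 10 min; buffer-only wells as negative control.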
# * = called active by the depositor; ? = inconclusive; / = not tested or not shown; & = joins results of further samples; [ ] = remark or other dose. Unless noted, calls follow the shape of the dose curve; as a rule, active = well fitted curve in the direction sought with a large enough effect; inconclusive = small, poorly fitted or top-dose-only effect, or another doubt; inactive = no such curve, though single readings can be large; an effect the other way counts as inactive or inconclusive.
SMILES	BLM helicase inh	Anesthetic bind	APEX1 inh	POLI inh	LDHA block	POLK inh	GRP78 ERSR act	Pol beta inh	Pol eta inh
CN1c2ccccc2C(O)=C(C(=O)Nc2ccccc2)S1(=O)=O	-6%	-7%	-5%	3%	4	-5%	-1%	?	-11%
Cc1cc(N2CCCCCC2)n2nc(C)c(-c3ccccc3)c2n1	-5%	-4%	-9%	9%	0	0%	-2%	1%	3%
Cc1ccc(NC(=O)CN2C(=O)COc3ccc(S(=O)(=O)N4CCCC4)cc32)c(C)c1	-1%	-8%	12%	39%[activator]	-11	-2%	0%	28%	-17%
O=c1nc(Nc2ccc([N+](=O)[O-])cc2)[nH]c(=O)[nH]1	0%	-7%	16%	23%	-10	-4%	12%	-39%	0%
CCOc1ccc2nc(N3CCCN(C(=O)Nc4ccccc4C)CC3)c(C#N)cc2c1	-2%	59%[activator]	-10%	15%	9	-12%	-4%	8%	-25%
Cc1ccc(SCCNC(=O)C(CO)(CO)CO)cc1	0%	-17%	?	-25%	-13	-2%	-3%	9%	2%
CC(=O)c1ccc(OCCCC(=O)NC2CCC(C)CC2)cc1 (configuration not stated)	-2%	?	35%	41%[activator]	-2	-6%	1%	34%	-9%
COc1ccccc1C(=O)NNC(=S)NC(=O)c1cc(OC)c(OC)c(OC)c1	-7%	-10%	-5%	34%[activator]	-5	-10%	-3%	-3%	-5%
O=C1C=C(c2ccc3[nH]ccc3c2)C[C@@H](c2ccc(Cl)cc2)C1	/	/	22%	23%	2	4%	-2%	/	-14%
Cc1cccc(C)c1NCc1n[nH]c(=S)n1-c1ccccc1	-10%	-7%	7%	156%[activator]	1	-2%	-4%	3%	2%
O=C(CSc1ncnc2c1oc1ccccc12)c1cccs1	-2%	-14%	-1%	-2%	-6	0%	8%	30%	-7%
COc1ccc(NC(=O)c2cc(-c3ccc(C)o3)nc3ccccc23)c(OC)c1	/	/	/	-23%	-3&2	-9%	4%	/	-18%
Cc1ccc(Nc2ncnc3c2oc2ccccc23)cc1	-1%	46%[activator]	6%	-1%	-6	-6%	-5%	6%	0%
COc1cc(OC)cc(C(=O)NCCSCc2ccco2)c1	-5%	-10%	?	/	/	/	/	?	/
Cc1cc(C#N)c(C)c(SCc2[nH]nc3c2C(c2ccccc2)C(C#N)=C(N)O3)n1 (configuration not stated)	-4%	-5%	0%	0%	0	-2%	11%	-14%	-14%
CC(=O)N[C@@H](CC(=O)N[C@H](CCC(=O)O)C(=O)O)C(=O)O	/	/	7%	19%	-5	0%	0%	/	-21%
CC1CCN(C(=S)c2ccc3c(c2)OCO3)CC1	-1%	?	-3%	15%	-4	-5%	-1%	-1%	-15%
O=C(COC(=O)CSc1nnc(-c2ccc(Cl)cc2)o1)NCc1ccc2c(c1)OCO2	-2%	-11%	-1%	16%	-3	1%	-4%	3%	-5%
CCC1(c2ccccc2)SC(=O)NC1=O (configuration not stated)	/	/	/	1%	-14	-9%	-3%	/	-15%
Cc1ccc(-n2nnc3c(=O)n(CC(=O)NCC4CCCO4)cnc32)cc1 (configuration not stated)	2%	-10%	-3%	-4%[58.9 µM]	3	3%	-7%	2%	-10%
COc1ccc(-c2csc(NC(=O)C3CSC4(C)CCC(=O)N34)n2)cc1OC (configuration not stated)	/	/	14%	-10%	5	-11%	-4%	/	8%
O=C(OCC(=O)N1CCCCCC1)c1ccc(S(=O)(=O)N2CCOCC2)cc1	-10%	-5%	39%[activator]	26%	-3	-5%	-3%	-5%	-14%
CC12CCC(=O)N1C(C(=O)NNC(=O)COc1cccc(C(F)(F)F)c1)CS2 (configuration not stated)	/	/	23%	32%[activator]	-5	-9%	-7%	/	-7%
O=C(c1ccc(S(=O)(=O)N2CCCC2)cc1)N1CCCc2ccccc21	-1%	?	-1%	9%	-6	-7%	-3%	6%	-15%
CCO[C@H]1c2c(ccc3ccc(=O)oc23)OC(C)(C)[C@H]1O	/	/	8%	28%	-10	-6%	-1%	/	-18%
CN(CC(=O)Nc1cccc(F)c1)C(=O)c1cn(-c2ccccc2)nc1-c1ccccc1	-15%	-3%	2%	4%	-1	2%	1%	2%	-12%
Cc1c(C(=O)N2CCOCC2)c(S(=O)(=O)Nc2ccc(OC(F)(F)F)cc2)c(C)n1C	-1%	-7%	-2%	32%[activator]	-4	-20%	-1%	20%	-16%
C=CCSc1nnc(-c2ccccc2N=Cc2c(C)[nH]n(-c3ccccc3)c2=O)c(=O)[nH]1	0%	-16%	1%	-13%	0	-23%	-3%	-5%	-13%
COCCNC(=O)CSc1nc(-c2ccccc2)[nH]c1-c1ccc(OC)cc1	0%	-9%	/	-12%	-4	16%	-5%	35%	-4%
CCc1ccccc1NC(=S)N(CCCN1CCOCC1)Cc1cccs1	-12%	?	4%	146%[activator]	-5	-2%	-3%	-1%	-18%

# (next part)
SMILES	BLM helicase inh	Anesthetic bind	APEX1 inh	POLI inh	LDHA block	POLK inh	GRP78 ERSR act	Pol beta inh	Pol eta inh
CC(C)c1onc(C(=O)N(C)C2CCCCC2)c1[N+](=O)[O-]	0%	-18%	-7%	53%[activator]	-1	-2%	-1%	19%	-16%
COc1ccccc1NC(=O)CCN1CCN(c2ccc(Cl)cc2)CC1	-1%	-5%	7%	-12%	1	-2%	-4%	19%	0%
Fc1ccc(CSc2nsc(SCc3ccc(F)cc3)n2)cc1	-4%	?	-3%	-3%	-3	-2%	0%	-19%	-9%
COc1ccc(OCc2nc3ccccc3n2C(C)c2ccccc2)cc1 (configuration not stated)	-16%	54%[activator]	/	5%	0	-1%	0%	-1%	-15%
COC(=O)CN(C)C(=O)c1ccccc1OC1CCN(S(C)(=O)=O)CC1	2%	-5%	3%	40%[activator]	1	-6%	-5%	0%	-5%
COc1ccc(C(=O)N/C(=C/c2cccc3ccccc23)C(=O)NCCc2c[nH]c3ccccc23)cc1OC	-2%	-12%	-1%	-21%	-3	-21%	-4%	12%	-8%
CCN1C(=O)[C@H]2[C@H]3CN=C(SCc4ccccc4)N3[C@@](Cc3ccccc3)(C(=O)OC)[C@H]2C1=O	/	/	-7%	?	-7	-14%	-2%	/	?
CCSc1nc2nc(C)cc(C)n2n1	-1%	-6%	2%	11%	-5	-2%	-4%	45%	-18%
CNS(=O)(=O)c1cccc(C(=O)OCC(=O)Nc2cc(F)ccc2F)c1	-4%	-12%	-3%	26%	-2	3%	-5%	5%	-19%
CCOC(=O)c1nnc2cc(C)nn2c1C	-1%	-5%	?	22%	-4	-15%	-3%	0%	-2%
Cc1cccc(NC(=O)CSCC(=O)NNC(=O)c2ccoc2C)c1	1%	?	-1%	10%	-3	-20%	-4%	7%	-5%
CCn1nccc1C(=O)Nc1ccc(C)c(C)c1	-3%	?	1%	-13%	-3	-1%	10%	6%	-15%
COc1ccc(C2(CNC(=O)Cc3ccccc3)CCCC2)cc1OC	-2%	-13%	-2%	-5%	-1	2%	-5%	14%	-3%
COc1ccccc1/C=N/NC(=O)c1ccc(Br)cc1	-6%	-17%	1%	13%	-7	0%	0%	0%	-2%
CN(C)C(=S)Nc1ccc2c(c1)OCO2	-3%	-5%	1%	58%[activator]	1	3%	-1%	-9%	-5%
CS(=O)(=O)NCCSCc1c(F)cccc1Cl	-1%	?	6%	13%	-5	3%	-3%	2%	-10%
Cc1nnc(N/N=C/c2ccco2)n1N	-3%	-4%	8%	10µM*	35	-7%	-10%	30%[activator]	-15%
O=C(CCC(=O)N(CC(=O)NC1CCCC1)c1ccccc1F)Nc1nccs1	-4%	2%	18%	18%	-4	-1%	1%	1%	-18%
Cc1ccc2oc(=O)n(CC(=O)O)c2c1	3%	3%	-7%	-15%	1	4%	2%	33%	-12%
O=C(CCCCCn1c(=O)[nH]c2ccsc2c1=O)N1CCN(C2CCCCC2)CC1	-8%	-11%	1%	-11%	-1	-11%	-4%	17%	-19%
CNC(=S)NNC(=O)c1cccn(Cc2cccc(C(F)(F)F)c2)c1=O	4%	-4%	-2%	155%[activator]	-1	0%	-3%	32%	-20%
CCN1C(=O)C(=O)N(CC(=O)Nc2ccccc2Oc2ccccc2)C1=O	-2%	-3%	-12%	99%[activator]	2	-19%	-1%	-3%	-2%
Cn1c(CN2CCCC2)nc2cc(NC(=O)COc3ccc(Cl)cc3)ccc21	2%	-11%	0%	23%	1	-5%	0%	0%	-12%
COC(=O)c1ccc(-n2nnnc2SC)cc1	-1%	-8%	14%	9%	4	-12%	-2%	1%	-7%
Cc1cc(OCC(=O)N(C)C2CCCCC2)cc(C)c1Cl	-10%	?	-1%	39%	6	-1%	2%	0%	-23%
COc1cc2cc(CNc3ccc(C)cc3)c(=O)n(CC(=O)Nc3ccc(C(C)C)cc3)c2cc1OC	0%	-5%	/	20%	12	2%	-1%	1%	3%
COc1ccc(NC(=O)C(C)SCc2ccccc2)cc1 (configuration not stated)	4%	-6%	3%	19%	-6	-9%	3%	-1%	-23%
CCOC(=O)c1c(-c2ccsc2)csc1N	-6%	?	-3%	6%	17	-27%	1%	-2%	-4%
CCOC(=O)C1=C(C)Nc2ccccc2N=C1NC(=O)c1oc2ccccc2c1COC	/	/	14%	10%	-7	-9%	-3%	/	-10%

# 3 entries from above, sorted by the number in POLK inh, rising:
SMILES	POLK inh
Cc1cccc(NC(=O)CSCC(=O)NNC(=O)c2ccoc2C)c1	-20%
CCN1C(=O)C(=O)N(CC(=O)Nc2ccccc2Oc2ccccc2)C1=O	-19%
O=C(CCC(=O)N(CC(=O)NC1CCCC1)c1ccccc1F)Nc1nccs1	-1%

# An excerpt; rates above refer to the full screens.
